Screens (PubChem)
B2AR arrestin – agonists driving beta-arrestin recruitment to human beta2-adrenergic receptor; P07550; beta-arrestin recruitment to beta2AR, cell-based reporter; Potency, µM (top dose mostly 46.1 µM), without a hit: top-dose activation, usual class: activators; 330,000 compounds, 0.02% hits; AID 492947;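 further: potency means the concentration at half of the fitted maximal effect; 0% = DMSO controls and full agonism = EC100 isoproterenol or metaproterenol; nearly all actives have a fitted effect of over 65% in size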
GALK inh – galactokinase (human) inhibition; Purified GALK, Kinase-Glo residual ATP luminescence; Potency, µM (highest dose often 57.5 µM), without a hit: at the highest dose activity change, negative = inhibition, most hits filed as inhibitors; 270,000 compounds, 0.007% hits; AID 1868; further: potency means the concentration at half of the fitted maximal effect
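5 nM enzyme, 35 uM ATP, 100 uM galactose, 20 mM HEPES pH8.0, 5 mM MgCl2; 1 h RT; residual ATP by Kinase-Glo Plus luminescence, qHTS format.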
KCNH2 3.1 inh – blocks the human KCNH2 3.1 channel isoform. U2OS KCNH2 3.1, thallium flux FluxOr; hits give low values. 340,000 compounds, 0.95% hits. activity change, % (tested at about 1.8 µM). AID 720553;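 active means maximum activity change below -70%; inconclusive means maximum activity change from -70% to -50%; inactive means maximum activity change above -50%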;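 further: thallium influx rate constant from kinetic fluorescence after stimulation buffer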
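Thallium flux via FluxOr fluorescence (Red40 quencher, 45 min loading) in U2OS cells virally expressing the KCNH2 3.1 isoform (1.77 x 10^8 /mL virus, overnight at 37 C). Rate constants from 2-min kinetic reads post-stimulation, normalised to positive and negative controls.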
PKM2 activator – increases activity of human pyruvate kinase M2. P14618. purified PKM2, Kinase-Glo ATP luminescence, activation; response scale: 0% is enzyme alone, no compound. Potency, µM (doses to about 57.5 µM), for the others: at the top dose activation, most hits filed as activators. 260,000 compounds, 0.34% hits; further: potency means the concentration at half of the fitted maximal effect; nearly all actives have a fitted effect of over 55% in size
Target sequence (P14618 whole entry, looked up): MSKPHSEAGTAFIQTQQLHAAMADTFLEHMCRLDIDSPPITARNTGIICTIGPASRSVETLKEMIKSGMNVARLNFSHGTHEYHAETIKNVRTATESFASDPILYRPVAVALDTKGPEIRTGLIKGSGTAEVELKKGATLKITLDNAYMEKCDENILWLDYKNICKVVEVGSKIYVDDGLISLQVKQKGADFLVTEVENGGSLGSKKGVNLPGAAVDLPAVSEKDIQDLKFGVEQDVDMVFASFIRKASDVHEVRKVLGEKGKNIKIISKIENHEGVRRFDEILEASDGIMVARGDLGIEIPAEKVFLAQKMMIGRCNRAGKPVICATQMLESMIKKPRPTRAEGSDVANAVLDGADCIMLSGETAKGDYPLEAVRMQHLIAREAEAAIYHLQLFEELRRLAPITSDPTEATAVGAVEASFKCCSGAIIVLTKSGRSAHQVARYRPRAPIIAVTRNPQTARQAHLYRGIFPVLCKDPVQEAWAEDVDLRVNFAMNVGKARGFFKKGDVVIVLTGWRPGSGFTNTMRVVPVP
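hPK-M2, >95% pure; 0.1 mM ADP / 0.5 mM PEP final; imidazole pH7.2 buffer w/ 7 mM MgCl2, 50 mM KCl; 1 h RT; Kinase-Glo lum. Intermediate enzyme activity for dual inhibitor/activator qHTS.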
hERG WT inh – inhibitors of human wildtype KCNH2 potassium channel | Q12809 | U2OS, BacMam KCNH2, thallium flux FluxOr; hits give low values | activity change, % at 1.84 µM | 340,000 compounds, 0.37% hits;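 active means maximum activity change below -70%; inconclusive means maximum activity change between -70% and -50%; inactive means maximum activity change above -50%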
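U2OS cells were transduced with wild-type KCNH2 virus (2.03 x 10^8 / mL) for 4 h at room temperature, then cultured overnight at 37 C. Thallium flux was read with FluxOr dye. Rate constants were normalized to DMSO controls.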
Coupling enz – inhibits coupling enzyme system, counter-screen for aldolase hits | AID 2472 | coupling enzyme system counterscreen, AmpLite Red fluorescence | 290,000 compounds, 0.67% hits | activity change, negative = inhibition, % at 58.2 µM, hits read low; in the data active means activity change below about -30%
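Compounds tested against the coupling enzymes alone at 57.5 uM final; readout was AmpLite Red fluorescence (525/598 nm) after 20 min at RT.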
uPA generation – blocks generation of uPA at the cell surface. cell surface uPA generation assay, qHTS. Potency, µM (series often up to 38.3 µM), inactives show top-dose activity change, negative = inhibition, most hits filed as inhibitors. 330,000 compounds, 0.31% hits; active means well fitted inhibition curve with a large enough effect; inconclusive means small, poorly fitted or top-dose-only effect; inactive means no such curve, though single readings can be large or run the other way; tested in mouse RAW 264.7 cells; further: potency means the concentration at half of the fitted maximal effect; nearly all actives have a fitted effect of over 55% in size
BCR signal inh – chronic active BCR signaling inhibition; ABC-DLBCL IkBa-CBG/CBR reporter, luminescence ratio, 4 h; Potency, µM (series often up to 46.1 µM), for inactives: at the highest dose ratio change, negative = lower green/red ratio, usual class: inhibitors; 340,000 compounds, 0.05% hits; AID 493014; active means well fitted inhibition curve with a large enough effect in the signal ratio, with a control signal flat, not every such curve was filed as active; inconclusive means small, poorly fitted or top-dose-only effect, or effect the other way, or a change in a side signal; the % refers to the signal ratio;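 further: potency means the concentration at half of the fitted maximal effect; plate controls were basal doxycycline-induced cells for no effect and cells given 10 µM MG132 for full effect; MG132 reads +100%, hits lower the ratio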
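Concentration-response series (up to 46 uM) were applied to TMD8 dual-reporter cells for 4 h at 37C with doxycycline. Green/red ratio, after filter-overlap correction, defined %Activity; red signal alone was normalised to basal cells and zero luminescence.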
USP2a block – inhibitors of human ubiquitin-specific protease USP2a. O75604. USP2 core, Ub-CHOP2 coupled fluorogenic reporter, 485/531. Potency, µM (doses to about 38.3 µM), for inactives: top-dose activity change, negative = inhibition, hits mostly inhibitors. 330,000 compounds, 0.01% hits. AID 463254;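 further: potency means the concentration at half of the fitted maximal effect; plate controls were DMSO wells for no effect and full inhibition by NEM control for full effect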
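Deubiquitinase activity read as fluorescence (485/531 nm) after Ub-CHOP2 cleavage activates the enterokinase reporter on its substrate; USP2 core 10nM, Ub-CHOP2 and substrate 25nM each, 30min compound preincubation then 60min RT; data normalized to NEM, curves fitted.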
Eya2 inh – Eya2 (human) phosphatase inhibition; O00167; 330,000 compounds, 0.006% hits; AID 488837; recombinant Eya2, OMFP fluorescence dephosphorylation (OMFP is methylfluorescein phosphate); Potency, µM (doses to about 76.9 µM), for inactives: at the top dose activity, negative = inhibition, hits mostly inhibitors; further: potency means the concentration at half of the fitted maximal effect
Target sequence (O00167 whole entry, looked up): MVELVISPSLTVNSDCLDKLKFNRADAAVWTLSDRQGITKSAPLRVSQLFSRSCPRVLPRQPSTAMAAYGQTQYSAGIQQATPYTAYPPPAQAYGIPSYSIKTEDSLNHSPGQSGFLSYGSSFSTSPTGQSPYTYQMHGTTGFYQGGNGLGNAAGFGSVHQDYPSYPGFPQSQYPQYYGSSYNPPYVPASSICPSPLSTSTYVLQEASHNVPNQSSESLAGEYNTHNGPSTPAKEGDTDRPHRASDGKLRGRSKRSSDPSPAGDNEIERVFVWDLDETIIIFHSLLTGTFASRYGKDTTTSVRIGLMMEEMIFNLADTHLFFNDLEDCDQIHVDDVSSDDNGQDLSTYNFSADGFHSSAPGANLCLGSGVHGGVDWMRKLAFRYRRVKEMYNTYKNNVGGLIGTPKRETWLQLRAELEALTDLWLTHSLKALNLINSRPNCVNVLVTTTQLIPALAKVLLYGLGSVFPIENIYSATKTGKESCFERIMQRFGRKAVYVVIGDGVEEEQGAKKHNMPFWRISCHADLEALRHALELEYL
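Eya2 (0.2 uM) preincubated 10 min at ambient with compound, then OMFP substrate added at 50 uM; 10 min reaction in 50 mM HEPES pH 7.5, 50 mM NaCl, 5 uM MgCl2, 0.05% BSA, 1 mM DTT. Fluorescence read at Ex 485/Em 525 nm.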
Giardia killer – kills Giardia lamblia; activity change, % at 7.66 µM, hits read low; 340,000 compounds, 0.15% hits; Giardia lamblia trophozoite viability; in the data active means activity change below about -80%; inconclusive means between about -30% and that limit;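 further: parasites exposed to compound for two days anaerobically before the ATP read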
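Luminescence from cellular ATP indicates surviving trophozoites (100 cells/well) following 48 hrs anaerobic compound treatment at 37 deg C; signal develops 15-30 min at room temperature.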
An asterisk follows results filed as active; ? = inconclusive; / = no result given; & = joins results of further samples; [ ] = remark or other dose. Unless noted, the call rests on the fitted dose curve; in most records, active means well fitted curve in the direction sought with a large enough effect; inconclusive means small, poorly fitted or top-dose-only effect, or another doubt; inactive means no such curve, though single readings can be large; an effect the other way counts as inactive or inconclusive. Unless noted, on the % scale 0 is the no-effect control and ±100 the full control effect.

SMILES	B2AR arrestin	GALK inh	KCNH2 3.1 inh	PKM2 activator	hERG WT inh	Coupling enz	uPA generation	BCR signal inh	USP2a block	Eya2 inh	Giardia killer
CCOC(=O)c1c(NC(=S)N2CCOCC2)sc2c1CCN(C(=O)OCC)C2	0.6%	-2%	11	16%	-11	-5	-5%	?	0%	-9%	-11
CS(=O)(=O)NCCSCc1ccccc1	-0.6%	1%	-13	1%	-3	5	-1%	5%	-1%	1%	-20
COC(=O)C1CCN(C(=O)CSc2nc3nc(C)cc(C)n3n2)CC1	-0.3%	/	-9	/	-6	/	7%	-2%	1%	-20%	16
Oc1ccccc1/C=N/n1c2ccccc2c2ccccc21	-0.8%	3%	-7	0%	-17	2	5%	-1%	0%	2%	4
Cc1ccc(-c2nc3c(c(=O)c4ccccc4n3C)c(=O)n2Cc2ccco2)cc1	-0.7%	0%	9	?	-4	6	9%	9%	0%	-9%	0
CCNc1nc(OCC)nc(N2CCC(Cc3ccccc3)CC2)n1	0.2%	-1%	-11	-22%	-9	5	2%	-8%	7%	2%	-20
COc1ccc2[nH]c(C(=O)NCCN3CCOCC3)cc2c1	-1.5%	0%	-35	0%	2	1	12%	-2%	-1%	-27%	6
CN(c1ccccc1)S(=O)(=O)c1ccc(C(=O)Nc2nnc(C3=COCCO3)o2)cc1	0.2%	-1%	22	1%	0	0	-32%	?	3%	?	32[activator]
CN(C)c1ccc(C(CNC(=O)Cc2cccc3ccccc23)N(C)C)cc1 (stereo not given)	0.4%	7%	20	-4%	-9	0	13%	-1%	2%	17%	23
Cc1ccc(C(=O)C[n+]2cc(-c3ccccc3)n3c2CCCCC3)cc1	0.9%&0.5%	-1%&0%	11&-4	2%&-1%	-4&-5	3&5	?	?	2%&1%	10%&-22%	21&-4
CN(C(=O)CSc1nnc(N)s1)C1CCCCC1	-0.1%	-6%	0	-4%	-5	3	2%	?	2%	1%	12
Cc1cccc(N(CC(=O)Nc2c(C)n(C)n(-c3ccccc3)c2=O)S(C)(=O)=O)c1	-0.1%	0%	-5	1%	0	1	4%	1%	-2%	-23%	9
COc1cccc(NC(=O)Nc2ccccc2SC)c1	0.1%	0%	22	0%	4	-3	6%	?	3%	-2%	-18
CCCCCCc1nc2ccccc2c(=O)n1NC(=O)c1c(O)c2c(n(CC(C)C)c1=O)CCCC2	-0.7%	0%	-3	5%	5	-3	5%	0%	6%	4%	-7
CC(=O)c1ccc(OC(=O)c2cc3ccccc3oc2=O)cc1	-0.3%	0%	/	-3%	/	1	/	7%	1%	-17%	/
CC(=O)c1cccc(CN2CCCC(N3CCN(c4ccccc4F)CC3)C2)c1 (stereo not given)	0.4%	2%	2	1%	9	3	-8%	0%	-1%	-1%	-2
CSc1ccc(/C=N/NC(=O)CN2CCN(Cc3ccc(C)cc3)CC2)cc1	-0.7%	0%	-113*	-6%	-47	4	-1%	-1%	-1%	4%	7
O=C(CSc1ncnc2nc[nH]c12)c1ccc([N+](=O)[O-])cc1	5.4%	0%	28	-6%	1	-3	-7%	-1%	1%	-5%	26
CSC1=NCCN1C(=O)c1ccc(S(=O)(=O)N(C)C)cc1	0.0%	2%	8	3%	-2	2	-2%	?	1%	8%	-24
CC(=O)c1sc(NC(=O)CN2C(=O)C3CCCCC3C2=O)nc1-c1ccccc1 (stereo not given)	-0.1%	/	17	/	-15	/	0%	-3%	0%	12%	10
Cc1cc(NC(=O)COc2ccccc2C)ccc1NC(=O)c1cccs1	-0.1%	0%	6	5%	4	-1	2%	?	-1%	2%	-2
CC[C@H](CO)Nc1nc(Nc2cccc(Cl)c2)c2ncn(C(C)C)c2n1	-0.5%	4%	-4	-15%	8	-6	?	?	-18%	-9%	-15
Cc1nn(-c2ccccc2)c(N2CCCC2)c1/C=N/NC(=S)Nc1cc(C(F)(F)F)ccc1Cl	-0.4%	1%	-10	-1%	15	-1	1%	?	0%	2%	-10
Brc1ccc2ncnc(NCc3cccnc3)c2c1	-0.6%	-3%	2	11%	-8	0	2%	?	5%	9%	-22
CC(=O)Nc1ccc(N2C(=O)CC(c3ccccc3)CC2=O)cc1	-0.3%	/	-2	6%	-7	8	11%	-9%	2%	11%	13

Rewritten with bars between the fields: entries from further up.
molecule | B2AR arrestin | GALK inh | KCNH2 3.1 inh | PKM2 activator | hERG WT inh | Coupling enz | uPA generation | BCR signal inh | USP2a block | Eya2 inh | Giardia killer
CSc1ccc(/C=N/NC(=O)CN2CCN(Cc3ccc(C)cc3)CC2)cc1 | -0.7% | 0% | -113* | -6% | -47 | 4 | -1% | -1% | -1% | 4% | 7
O=C(CSc1ncnc2nc[nH]c12)c1ccc([N+](=O)[O-])cc1 | 5.4% | 0% | 28 | -6% | 1 | -3 | -7% | -1% | 1% | -5% | 26
CSC1=NCCN1C(=O)c1ccc(S(=O)(=O)N(C)C)cc1 | 0.0% | 2% | 8 | 3% | -2 | 2 | -2% | ? | 1% | 8% | -24
CC(=O)c1sc(NC(=O)CN2C(=O)C3CCCCC3C2=O)nc1-c1ccccc1 (stereo not given) | -0.1% | / | 17 | / | -15 | / | 0% | -3% | 0% | 12% | 10
Cc1cc(NC(=O)COc2ccccc2C)ccc1NC(=O)c1cccs1 | -0.1% | 0% | 6 | 5% | 4 | -1 | 2% | ? | -1% | 2% | -2
CC[C@H](CO)Nc1nc(Nc2cccc(Cl)c2)c2ncn(C(C)C)c2n1 | -0.5% | 4% | -4 | -15% | 8 | -6 | ? | ? | -18% | -9% | -15
Cc1nn(-c2ccccc2)c(N2CCCC2)c1/C=N/NC(=S)Nc1cc(C(F)(F)F)ccc1Cl | -0.4% | 1% | -10 | -1% | 15 | -1 | 1% | ? | 0% | 2% | -10
Brc1ccc2ncnc(NCc3cccnc3)c2c1 | -0.6% | -3% | 2 | 11% | -8 | 0 | 2% | ? | 5% | 9% | -22
CC(=O)Nc1ccc(N2C(=O)CC(c3ccccc3)CC2=O)cc1 | -0.3% | / | -2 | 6% | -7 | 8 | 11% | -9% | 2% | 11% | 13

Next part.
SMILES	B2AR arrestin	GALK inh	KCNH2 3.1 inh	PKM2 activator	hERG WT inh	Coupling enz	uPA generation	BCR signal inh	USP2a block	Eya2 inh	Giardia killer
CCOc1ccc(OCC(O)CN2CCc3ccccc3C2)cc1 (stereo not given)	-0.1%	-1%	?	/	32	0	6%	-1%	2%	14%	17
COc1ccccc1CN1CC(C(=O)N2CCC(OC)CC2)CCC1=O (stereo not given)	-0.5%	-9%	5	-1%	-3	/	?	2%	2%	-1%	-10
O=C(NCCO)C(c1ccccc1)c1ccccc1	0.1%	2%	1	-3%	-7	-3	/	-1%	2%	0%	0
S=C(Nc1ccc(Cl)c(Cl)c1)NC1CCCCC1	-0.3%	-3%	-13	1%	10	-3	/	?	3%	-5%	22
Cc1c(/C=N/NC(=O)CNc2ccccc2)c2ccccn2c1C(=O)c1ccc(Cl)cc1	-0.3%	-1%	-5	6%	-6	2	-2%	23%	-5%	0%	-4
Cn1cccc1C(=O)OCC(=O)NCCc1ccc(S(N)(=O)=O)cc1	0.4%	/	-3	/	8	/	1%	0%	0%	5%	-16
O=C(Nc1nnc(COc2ccccc2)s1)C1CCN(S(=O)(=O)c2ccc(Cl)cc2)CC1	-1.0%	-2%	-2	-1%	9	-1	/	?	4%	7%	-3
Cc1ccc(N(C(=O)c2ccco2)C(C(=O)NC2CCCC2)c2cccnc2)cc1 (stereo not given)	0.1%	15%	10	0%	10	2	4%	-1%	-1%	1%	-8
COc1ccc2c(C)cc(SCC(=O)NCC3CCCO3)nc2c1 (stereo not given)	0.0%	/	28	/	-1	/	-6%	1%	0%	-10%	-2
Cc1ccc(NC(=O)Nc2cc(C)on2)cc1	-0.5%	-1%	-9	-5%	4	-9	0%	?	2%	-5%	-25
CC(C)CS(=O)(=O)C1=NSC2=NC(=O)/C(=C\c3ccc(OC(=O)c4ccco4)cc3)C(=N)N21	-0.7%	-27%	-13	/	-5	/	3%	1%	-1%	5%	3
Cc1occc1C(=O)N/N=C/C1=C(N2CCOCC2)C(=C\c2ccc(Cl)cc2Cl)/CC1	0.8%	0%	3	-3%	/	-9	15%	?	4%	0%	10
O=C(NCC(=O)N(c1cccnc1)C(C(=O)NC1CCCCC1)c1ccccc1F)c1ccco1 (stereo not given)	4.7%	4%	-193*	-8%	-149*	1	-1%	1%	2%	7%	1
COc1ccc(N(C)C2=NS(=O)(=O)c3ccccc32)cc1	0.0%	-2%	1	-15%	-3	4	-17%	?	3%	0%	13
CCOC(=O)C1CCN(c2cc3c(cc2NC(=O)c2ccccc2)n(C)c(=O)n3C)CC1	1.8%	-4%	-1	/	11	3	2%	0%	1%	5%	6
